Source: PubChem BioAssay
OX1R antagonist = antagonists of human orexin 1 receptor. O43613. CHO/OX1R cells, Fluo-8 calcium fluorescence, orexin A. inhibition, % at 5 µM. 330,000 tested, 0.43% active. AID 434989;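 active means inhibition above its plate's threshold, mean inhibition of all tested compounds on the plate plus 3 SD, cut at about 37% in these data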;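 further: 0% = orexin A challenge wells and 100% = SB-334867-A antagonist wells; not every result past the cut was called active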
Target sequence (O43613 whole entry, looked up): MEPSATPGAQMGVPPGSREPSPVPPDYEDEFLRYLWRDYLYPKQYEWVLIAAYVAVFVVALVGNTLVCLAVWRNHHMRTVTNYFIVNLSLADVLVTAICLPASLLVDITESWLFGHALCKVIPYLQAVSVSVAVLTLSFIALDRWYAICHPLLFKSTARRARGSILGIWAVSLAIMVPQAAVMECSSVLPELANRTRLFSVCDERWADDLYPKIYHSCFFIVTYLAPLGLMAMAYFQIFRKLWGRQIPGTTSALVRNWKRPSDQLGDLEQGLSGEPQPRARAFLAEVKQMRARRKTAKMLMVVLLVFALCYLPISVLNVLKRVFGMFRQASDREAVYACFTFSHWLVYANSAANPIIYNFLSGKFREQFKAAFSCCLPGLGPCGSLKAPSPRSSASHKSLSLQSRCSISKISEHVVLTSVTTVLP
CHT allo act = human CHT allosteric activation; 310,000 tested, 0.49% active; CHT-expressing cells, membrane potential dye, choline EC20; active compounds read high; LV-AA mutant CHT in HEK293 cells; Q9GZV3; B-score at 10 µM;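 active means initial fluorescence not abnormally high and integrated response B-score, plate-corrected, over 3 SD above library mean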
Target sequence (Q9GZV3 whole entry, looked up): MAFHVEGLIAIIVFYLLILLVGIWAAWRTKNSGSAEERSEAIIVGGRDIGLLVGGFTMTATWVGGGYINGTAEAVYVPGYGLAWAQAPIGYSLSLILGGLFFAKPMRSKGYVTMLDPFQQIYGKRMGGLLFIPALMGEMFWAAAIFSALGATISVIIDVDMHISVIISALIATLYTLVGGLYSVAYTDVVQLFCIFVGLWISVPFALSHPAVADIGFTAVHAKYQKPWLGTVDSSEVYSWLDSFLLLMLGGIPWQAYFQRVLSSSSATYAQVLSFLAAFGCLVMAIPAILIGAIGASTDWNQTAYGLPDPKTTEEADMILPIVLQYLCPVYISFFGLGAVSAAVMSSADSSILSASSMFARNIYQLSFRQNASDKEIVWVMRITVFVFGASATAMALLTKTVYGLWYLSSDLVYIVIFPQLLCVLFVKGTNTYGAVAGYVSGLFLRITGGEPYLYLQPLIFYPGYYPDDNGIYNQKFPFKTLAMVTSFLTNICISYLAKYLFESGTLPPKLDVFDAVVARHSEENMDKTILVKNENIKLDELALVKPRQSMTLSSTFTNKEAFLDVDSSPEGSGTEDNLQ
The depositor's hits bear a star; i = inactive; / = not tested or not shown; & = joins results of further samples.

SMILES | OX1R antagonist | CHT allo act
Cc1ccc(S(=O)(=O)N2CCOCC2)cc1NC(=O)COC(=O)CCn1c(C)csc1=O | -19 | i
CCOc1ccc(N(CC(=O)N2CCCCCC2)S(=O)(=O)c2ccc(F)cc2)cc1 | -27 | i
CCOP(=O)(c1ccccc1)C(O)c1ccc([N+](=O)[O-])cc1 (stereo not drawn) | -22 | i
CC[C@]1(C(=O)OC)[C@H]2C(=O)N(C)C(=O)[C@H]2[C@H]2CN=C(SCc3ccc(Cl)cc3)N21 | -5 | /
CCn1c(CCn2ccnc2C)n[nH]c1=S | 9 | i
COc1cccc(NC(=S)NC2CC(C)(C)NC(C)(C)C2)c1 | -17 | i
COC(=O)c1ccc(COc2ccc(C)cc2[N+](=O)[O-])o1 | -17 | i
C=CCn1c(SCCCC)nc(O)cc1=O | -5&-20 | i
Cc1cc([N+](=O)[O-])ccc1-c1ccc(/C=N/NC(=O)Cc2ccccc2)o1 | -5 | i
CNC(=O)c1cc(C(=O)c2ccc(Cl)cc2)c[nH]1 | -9 | i
COc1cccc(N2CCN(CC(=O)NCc3cccs3)CC2)c1 | -25 | i
Cc1cc(C)nc(SCCCNCc2c(F)cccc2Cl)n1 | -22 | i
CCN1/C(=C2/SC(=S)N(NC(C)=O)C2=O)Sc2ccc(OC)cc21 | -16 | i
Cc1c(NC(=O)COC(=O)C(c2ccc(Cl)cc2)C(C)C)c(=O)n(-c2ccccc2)n1C (stereo not drawn) | -44 | i
CCC1=NN(S(=O)(=O)c2ccc(C)cc2)C(O)(C(F)(F)F)C1 (stereo not drawn) | 0 | i
CN(c1ccccc1)S(=O)(=O)c1cccc(NC(=O)c2cncc(Br)c2)c1 | -36 | i
COc1ccc(CCNC(=O)COC(=O)C23CC4CC(CC(C4)C2)C3)cc1 | -8 | i
CC1CC(C)CN(CCCNS(=O)(=O)c2ccc3c(c2)oc(=O)n3C)C1 (stereo not drawn) | / | i
NC(=O)[C@@H]1CCCNc2c(I)cc([N+](=O)[O-])cc2C(=O)N[C@@H](CCC(=O)O)C(=O)N[C@@H](CO)C(=O)N1 | -8 | i
O=C(CCCn1cncn1)N1CCCC(Nc2ccc(F)cc2)C1 (stereo not drawn) | / | i
O=C(Oc1ccccc1)c1cc2ccccc2oc1=O | 4 | i
COc1cc(SC)ccc1C(=O)N1CCc2ccccc21 | -10 | i
COc1ccc(N2CCN(C(C)C(=O)N3CCCC3)CC2)cc1 (stereo not drawn) | -11 | i
Cc1nonc1OCCn1c([N+](=O)[O-])cnc1C | -6 | i
COC(=O)c1sc(S(=O)(=O)NCCC(=O)O)c(C(=O)OC)c1C | 2 | i
S=c1nc(-c2ccccc2)[nH]c2ccc(Br)cc12 | -16 | i
CN1CCC(N(C)CC(=O)Nc2cccc(Oc3ccccc3)c2)CC1 | -5 | i
Cc1ccc(S(=O)(=O)N2CCN(C(=O)c3cc4c(s3)CCCC4)CC2)cc1 | -12 | /
CSCCC(Nc1ccc(S(=O)(=O)N2CCOCC2)cc1[N+](=O)[O-])C(=O)OCC(=O)N(C(C)C)C(C)C (stereo not drawn) | -34 | i
O=c1cc(CN2CCN(c3ccccc3F)CC2)c2cc(O)c(-c3ccccc3)cc2o1 | -22 | i

7 entries from above, sorted by molecular weight, falling.
SMILES | OX1R antagonist | CHT allo act
CN(c1ccccc1)S(=O)(=O)c1cccc(NC(=O)c2cncc(Br)c2)c1 | -36 | i
CCOc1ccc(N(CC(=O)N2CCCCCC2)S(=O)(=O)c2ccc(F)cc2)cc1 | -27 | i
Cc1cc([N+](=O)[O-])ccc1-c1ccc(/C=N/NC(=O)Cc2ccccc2)o1 | -5 | i
O=C(CCCn1cncn1)N1CCCC(Nc2ccc(F)cc2)C1 (stereo not drawn) | / | i
S=c1nc(-c2ccccc2)[nH]c2ccc(Br)cc12 | -16 | i
Cc1nonc1OCCn1c([N+](=O)[O-])cnc1C | -6 | i
C=CCn1c(SCCCC)nc(O)cc1=O | -5&-20 | i

By substructure, those above containing bromine.
SMILES | OX1R antagonist | CHT allo act
CN(c1ccccc1)S(=O)(=O)c1cccc(NC(=O)c2cncc(Br)c2)c1 | -36 | i
S=c1nc(-c2ccccc2)[nH]c2ccc(Br)cc12 | -16 | i

(next part)
SMILES | OX1R antagonist | CHT allo act
CCN(CCNC(=O)Cn1c(=O)sc2ccccc21)c1ccccc1 | -5 | i
C/C(=N/NC(=O)C1CCN(S(=O)(=O)c2ccc(C)cc2)CC1)c1cccc([N+](=O)[O-])c1 | 21 | i
O=c1cc(O)c(-c2ccc(Cl)cc2)c(Cl)[nH]1 | -11 | i
CN1CCC2(CC1)NC(=O)NC2=O | -12 | i
O=C(N/N=C/c1coc2ccccc2c1=O)c1cn(-c2ccccc2)nc1-c1ccc(F)cc1 | -17 | i
CC(C)(C)NCCOCCOc1ccc(Cl)cc1C(C)(C)C | -19 | i
Cc1cc(C(=O)Nc2ccon2)c(C)o1 | -2 | i
COc1ccc(C2=NS(=O)(=O)N(C)C(C(=O)Nc3ccc4c(c3)OCO4)=C2)cc1 | 4 | i
Cc1ccc(NC(=O)CCN2C(=O)c3ccncc3C2=O)cc1 | -19 | i
CC[C@]12c3[nH]c4ccc(Cl)cc4c3CCN1C(=O)[C@@H](CC(=O)NCCN1CCOCC1)C[C@@H]2C(=O)N1CCN(C(=O)c2ccco2)CC1 | -21 | /
CCOC(=O)C1=C(C)NC2=C(C(=O)CC(C)(C)C2)C1c1ccc2c(c1)CCCN2C (stereo not drawn) | 1 | i
CCN(CC)c1ccc(C(=O)OCC(=O)c2ccco2)cc1 | -13 | i
O=C(O)c1cnn(-c2nc(-c3ccc(Cl)c(Cl)c3)cs2)c1C(F)(F)F | -3 | i
N#Cc1c(-c2ccc(Cl)cc2)c2c([nH]c1=O)-c1ccccc1OC2 | -11 | i
COc1cc(C(C)=O)ccc1OCC(=O)OC(C)C(=O)c1ccc(F)cc1 (stereo not drawn) | -25 | /
CCOc1ccc(S(=O)(=O)N(C)c2ccc(OCC(=O)NCc3ccc(C(=O)OC)cc3)cc2)cc1 | -7 | i
Cc1cc(C)c2nc(N3CCC(C(=O)NCCN4CCOCC4)CC3)sc2c1 | -27 | i
CSc1ccc(/C=C/C(=O)c2ccc(NC(C)=O)cc2)cc1 | 5 | i
CC(=O)Nc1c2c(nn1-c1ccccc1C)CS(=O)(=O)C2 | -7 | i
CN(c1ccc(C(=O)N/N=C/c2cccc([N+](=O)[O-])c2)cc1)S(=O)(=O)c1ccccc1 | -8 | i
CC(=O)Nc1c(Cl)cc([N+](=O)[O-])c2ccccc12 | -5 | i
CC(C)(C)CN1CCN(Cc2cccnc2)CC1CCO (stereo not drawn) | 0 | i
c1ccc(-n2cnc3cc(NCc4ccco4)ccc32)cc1 | -21 | i
C=CCN(c1ccccc1OC)S(=O)(=O)c1cccc(C(=O)OCC(=O)c2c[nH]c3ccccc23)c1 | 10 | i
CCN(CC(=O)NCC(=O)Nc1ccc(Br)cc1C)Cc1ccccc1 | -32 | i
CC(Sc1nncn1C)C(=O)NCc1ccc2c(c1)OCO2 (stereo not drawn) | 5 | i
CC(=O)Nc1ccccc1OCC(=O)NCCC1=CCCCC1 | -10 | i
CSc1ccccc1OCc1cc(C(=O)NCc2cnc(C)cn2)no1 | -11 | i
CN(C)c1ccc(NC(=O)CC2NCCNC2=O)cc1 (stereo not drawn) | -5 | i
O=C(COC(=O)CC(c1ccccc1)c1ccccc1)NCc1ccccc1 | -13 | i
CCN(CC)CCN(Cc1cc2cccc(C)c2[nH]c1=O)C(=S)Nc1ccccc1 | -26 | i
COC(=O)NNC(=O)C1CCC(C)CC1 (stereo not drawn) | 12 | i
COc1ccc(CNS(=O)(=O)c2ccc(-n3cnnn3)c(C)c2)cc1 | -15 | i
Cc1cc(NC(=O)Cn2cnc3sccc3c2=O)no1 | -9 | /
CCCCOC(=O)Nc1ccc(C(N)=O)cc1 | -4 | i
CCOC(=O)CNC(=O)c1cnc(Nc2ccccc2OC)c2ccccc12 | -37 | i
O=c1[nH]c(COc2ccc(Br)cc2Cl)nc2ccccc12 | -16 | i
CC(=O)NC(c1ccc(Cl)cc1Cl)c1ccc2cccnc2c1O (stereo not drawn) | / | i
COc1ccc(NC(=O)CCCOc2ccc(Cl)c(C)c2)cc1S(=O)(=O)N1CCOCC1 | -9 | /
COc1cc(Cl)c(C)cc1NC(=O)CSc1cc(Cl)ccc1Cl | -27 | i
CCOC(=O)C1CCCN(C(=S)Nc2cccc(Cl)c2)C1 (stereo not drawn) | -14 | i
O=C(NNC(=O)C12CC3CC(CC(C3)C1)C2)c1ccccn1 | -12 | i
Cc1cc(C)n(CC(O)COCc2ccccc2)n1 (stereo not drawn) | -8 | i
COC(=O)CNC(=O)C1Cc2ccccc2CN1S(=O)(=O)c1cccs1 (stereo not drawn) | -7 | i
O=C1c2ccccc2C(O)(Cc2ccccc2)N1C1CCCCC1 (stereo not drawn) | -46 | i
CC(C)(C)n1nnnc1CN1CCSCC1 | -2 | i
CC1CCC2(CC1)NC(=O)N(CC(=O)NCc1ccc(F)cc1)C2=O (stereo not drawn) | 3 | /
Cc1ccc(-n2[nH]c(C)c(C=NCc3ccncc3)c2=O)cc1 | -17 | i
CC(C)CN1C2CCCC1CC(NC(=O)c1ccc([N+](=O)[O-])cc1)C2 (stereo not drawn) | -2 | i
Cc1ccc(S(=O)(=O)CCC(=O)N2CCN(c3ccccc3F)CC2)cc1 | -28 | i
Cc1nn(Cc2ccccc2)c(Cl)c1C(=O)OC(C)C#N (stereo not drawn) | -12 | i
c1ccc(-c2cc(-c3nc(-c4ccccn4)no3)c3ccccc3n2)cc1 | -15 | i
CCOc1ccc(NC(=O)N2CCCC2C(=O)NCC2CCCO2)cc1 (stereo not drawn) | 2 | i
CCOC(=O)c1c(CN2CCN(C)CC2)oc2ccc(OC)cc12 | -13 | i
CC(C)N(C(=O)NC(=O)Nc1ccc(S(=O)(=O)N2CCCC2)cc1)S(C)(=O)=O | -2 | i
C=CCN(c1ccc(C(=O)NC(C)C)cc1)S(C)(=O)=O | -11 | i
CC(C)C(=O)Nc1cccc(-c2nc3ncccc3o2)c1 | -25 | i
COc1cc(OC)cc(C(=O)N2CCN(C(=O)c3cccnc3)CC2)c1 | -15 | i
Cn1c(=O)c2c(nc(CN3CCOCC3)n2CCc2ccccc2)n(C)c1=O | -17 | i
C=CCCC(=O)Nc1nc(C)c(-c2csc(Nc3cccc(OC)c3)n2)s1 | -25 | i
(continued)
SMILES | OX1R antagonist | CHT allo act
CC(=O)Nc1ccc(S(=O)(=O)N2CCC(C(=O)c3ccc(Cl)cc3)CC2)cc1 | -4 | i
CC(=O)c1sc(-c2ccc(F)cc2)cc1NS(=O)(=O)c1ccc(C)cc1 | 5 | i
O=c1c2ccccc2nnn1CSc1nnnn1-c1ccccc1 | -9 | i
CCOC(=O)C1=C(C)N(C)C(=O)NC1c1cccc2ccccc12 (stereo not drawn) | -13 | i
COc1ccc(-c2c(C#Cc3ccc(N(C)C)cc3)c3ccccc3n2C)cc1 | -13 | /
CCOC(=O)c1sc2cccc(F)c2c1N | -8 | i
COc1ccccc1CNC(=O)C1CCC(CNc2c(N3CCCCC3)c(=O)c2=O)CC1 (stereo not drawn) | -9 | i
CCC1(O)CC(c2ccccc2)=NN1C(=O)c1ccccc1F (stereo not drawn) | -57 | i
CCCCN1C2CCCC1CC(NC(=O)c1ccc(OC)c(OC)c1)C2 (stereo not drawn) | -17 | i
CCOc1ccc(NC(=O)C(Cc2ccccc2)NC(=O)C2CCCCC2)cc1 (stereo not drawn) | -19 | i
CC(C)CCNC(=O)c1ccc2c(SCC(=O)O)c3c(nc2c1)CCC3 | -6 | i
Cc1cccc(-c2noc(Cc3ccccc3)n2)c1 | -13 | i
C(=C(c1ccccc1)c1ccccc1)c1ccccn1 | -28 | i
CCCCNC(=O)Cn1nc(-c2ccc(C)cc2)ccc1=O | / | i
O=C(Nc1ccc(N=Nc2ccccc2)c(NC(=O)C2CCCO2)c1)C1CCCO1 (stereo not drawn) | -21 | i
COc1ccc(C(C(=O)NC(C)(C)C)N(Cc2cccs2)C(=O)CCC(=O)Nc2cc(C)on2)cc1 (stereo not drawn) | -12 | i
Cc1cc(-c2nnc(SCC(=O)Nc3cccc(F)c3)n2N)n[nH]1 | -16 | i
CN(C)c1nc(-c2ccccn2)nnc1-c1ccccc1 | -14 | i
COc1ccc(CNC(=O)c2ccc(NC(=O)CC3SC(N4CCCCC4)=NC3=O)cc2)cc1 (stereo not drawn) | -16 | i
O=C(CCc1nc(-c2ccccc2)no1)NC1CCCCCC1 | -9 | /
Cc1ccc(OCc2nnc(SCC(=O)c3cccc([N+](=O)[O-])c3)n2C)cc1 | -23 | i
CCN(CC)C(=O)Cn1c(=O)oc2ccccc21 | -8 | i
COc1ccc(OC)c(NC(=O)CSc2ccccc2)c1 | 3 | i
Cc1ccc(S(=O)(=O)CCc2ccccn2)cc1 | 0 | i
O=C(NCCN1CCNCC1)c1ccccc1O | -17 | i
CCN(CC)C(=O)Nc1c(C)n(C)n(-c2ccccc2)c1=O | 8 | i
N/C(Cn1cncn1)=N\NC(=O)C(=O)Nc1ccc(Cl)cc1Cl | -13 | i
COc1ccc(OC)c(/C=C/C(=O)N(C)CC(=O)Nc2ccc(C)cc2)c1 | -18 | i
CC(C)OC(=O)c1cc(NC(=O)C2C3CCC(O3)C2C(=O)O)cc(C(=O)OC(C)C)c1 (stereo not drawn) | -15 | i
CC(C)c1cccc(C(C)C)c1NC(=O)CN(C)C1CCS(=O)(=O)C1 (stereo not drawn) | -4 | /
CC(C)(C)c1ccc(C(=O)NCC(=O)OCC(=O)N2CCN(S(=O)(=O)c3ccc(Cl)cc3)CC2)cc1 | 7 | i
CC(C)NC(=O)c1ccc(CN2CCc3ccccc3C2)cc1 | / | i

In the list so far, two have a CF3 group.
SMILES | OX1R antagonist | CHT allo act
CCC1=NN(S(=O)(=O)c2ccc(C)cc2)C(O)(C(F)(F)F)C1 (stereo not drawn) | 0 | i
O=C(O)c1cnn(-c2nc(-c3ccc(Cl)c(Cl)c3)cs2)c1C(F)(F)F | -3 | i
